IP6K1 inh: blocks human inositol hexakisphosphate kinase 1. hit rate 0.81% among 140,000. activity change, % (series mostly up to about 58 µM). AID 1645851. IP6K1 kinase, ADP-Glo luminescence, 2 h; active compounds read low. Q92551; in the data active = activity change below about -25%
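ADP-Glo luminescence measures ADP made by human IP6K1 during a 2 h RT reaction with ATP/IP6 (mix at 1.3 mM/130 uM); top library doses 57.5 and 19.1 uM final.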
SNCA viab count: cell viability loss counter-screen; hit rate 0.12% among 150,000; Potency, µM (doses to about 57.1 µM), inactives show top-dose activity change, negative = cytotoxicity, actives largely listed as cytotoxic; HEK-293-SNCA-luc viability, GF-AFC fluorescence, 24 h;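 note: potency is the fitted concentration of half-maximal effect; 0% = DMSO-treated cells and -100% = medium-only wells without cells; nearly all actives have a fitted effect of over 30% in size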
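HEK-293-SNCA-luc cells (1500/well) plated 24 h, then exposed 24 h to a dilution series; GF-AFC added 30 min at 37C, fluorescence 405/540 nm; normalised to medium-only and DMSO wells, Hill fit.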
HEK cytotox: HEK 293 cell cytotoxicity; hit rate 6.6% among 94,000; HEK 293 viability, ATP luminescence (CellTiter-Glo), 48-72 h; Potency, µM (highest dose often 115 µM), inactives show at the top dose activity change, negative = cytotoxicity, usual class: inhibitors; AID 1345083; note: potency is the fitted concentration of half-maximal effect; nearly all actives have a fitted effect of over 60% in size
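ATP-coupled CellTiter-Glo luminescence served as viability read-out, recorded 10 min after reagent addition at room temperature. HEK 293 cells, 250 cells/well, had been incubated with pintool-transferred compound for 48 or 72 hr at 37 degree Celsius.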
GPT2 inhibitor: blocks human glutamate pyruvate transaminase 2. hit rate 0.25% among 100,000. Potency, µM (titrated, usually from 57.7 µM), without a hit: top-dose activity change, negative = inhibition, most hits filed as inhibitors. Q8TD30. Recombinant GPT2, coupled pyruvate oxidase/HRP Amplex Red fluorescence. AID 1671188; note: potency is the fitted concentration of half-maximal effect; nearly all actives have a fitted effect of over 60% in size; many of its hits are not listed in these tables
Target sequence (Q8TD30 whole entry, looked up): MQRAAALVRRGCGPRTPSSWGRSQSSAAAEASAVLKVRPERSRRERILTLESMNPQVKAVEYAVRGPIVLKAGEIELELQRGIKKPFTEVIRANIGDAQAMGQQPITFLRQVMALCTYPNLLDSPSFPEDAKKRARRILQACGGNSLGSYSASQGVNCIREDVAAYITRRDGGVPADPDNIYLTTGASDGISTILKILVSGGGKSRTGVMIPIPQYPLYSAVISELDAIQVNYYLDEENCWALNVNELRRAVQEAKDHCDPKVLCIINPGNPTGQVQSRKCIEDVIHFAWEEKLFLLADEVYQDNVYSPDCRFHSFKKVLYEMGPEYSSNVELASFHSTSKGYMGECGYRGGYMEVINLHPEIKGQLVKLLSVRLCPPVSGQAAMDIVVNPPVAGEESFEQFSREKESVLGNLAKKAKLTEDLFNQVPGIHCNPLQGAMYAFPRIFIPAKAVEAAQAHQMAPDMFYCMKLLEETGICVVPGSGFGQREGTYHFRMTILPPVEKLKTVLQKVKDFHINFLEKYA
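GPT2 10ng/uL, a-KG 250uM, L-Ala 2mM, HEPES pH7.5 + 0.0001% Tween; 30 min RT. Then Amplex mix (PO/HRP/ThPP), 30 min RT dark, fluorescence. AOA 50uM used as positive control.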
FLuc inh: inhibitors of firefly (Photinus pyralis) luciferase. P08659. Potency, µM (highest dose often 115 µM), without a hit: top-dose activity change, negative = inhibition, actives largely listed as inhibitors. purified P. pyralis luciferase, luminescence, biochemical. hit rate 2.5% among 76,000; note: potency is the fitted concentration of half-maximal effect; nearly all actives have a fitted effect of over 65% in size
Target sequence (P08659 whole entry, looked up): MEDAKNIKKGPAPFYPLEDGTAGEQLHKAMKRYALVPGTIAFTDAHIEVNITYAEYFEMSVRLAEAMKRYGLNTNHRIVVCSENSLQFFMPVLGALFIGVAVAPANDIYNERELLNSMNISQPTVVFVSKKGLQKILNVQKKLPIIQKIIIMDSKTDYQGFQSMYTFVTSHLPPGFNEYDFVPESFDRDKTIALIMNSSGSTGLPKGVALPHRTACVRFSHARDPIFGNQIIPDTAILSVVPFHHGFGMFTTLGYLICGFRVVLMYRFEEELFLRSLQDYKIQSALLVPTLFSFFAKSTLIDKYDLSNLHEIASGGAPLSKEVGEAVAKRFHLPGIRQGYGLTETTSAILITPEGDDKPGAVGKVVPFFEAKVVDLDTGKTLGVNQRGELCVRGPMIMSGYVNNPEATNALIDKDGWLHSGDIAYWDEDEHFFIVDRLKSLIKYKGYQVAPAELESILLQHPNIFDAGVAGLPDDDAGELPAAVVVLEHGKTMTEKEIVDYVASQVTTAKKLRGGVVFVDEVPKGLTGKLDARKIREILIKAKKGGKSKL
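Inhibitors were tested against purified firefly luciferase in a biochemical, low-substrate format (both substrates at 10uM) and luminescence measured with a CCD imager.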
SNCA expr inh: reduces expression of the alpha-synuclein gene; hit rate 0.17% among 140,000; Potency, µM (series often up to 57.2 µM), for the others: at the highest dose activity change, negative = inhibition, actives largely listed as inhibitors; HEK-293 SNCA-luciferase knock-in, luminescence, 24 h;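 note: potency is the fitted concentration of half-maximal effect; plate controls were DMSO cells for no effect and cell-free wells for full effect; nearly all actives have a fitted effect of over 45% in size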
3T3 cytotox: cytotoxic compounds in NIH 3T3 cells; NIH 3T3 viability, CellTiter-Glo ATP luminescence, 48-72 h; Potency, µM (series often up to 96.7 µM), without a hit: at the top dose activity change, negative = cytotoxicity, usual class: inhibitors; hit rate 4.3% among 94,000; AID 1345082; note: potency is the fitted concentration of half-maximal effect; nearly all actives have a fitted effect of over 55% in size
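First NIH 3T3 cells are plated at 400 cells/well; next compound is pinned in; then plates incubate 48 or 72 hr at 37 °C; finally CellTiter-Glo is added and luminescence read after 10 min.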
* marks the source's active call; other numbers are inactive results; i = inactive; ? = inconclusive; . = no result given; & = joins results of further samples; [ ] = dose if it differs, or a comment. Unless noted, calls come from the whole dose curve; as a rule, active = well fitted curve in the direction sought with a large enough effect; inconclusive = small, poorly fitted or top-dose-only effect, or another doubt; inactive = no such curve, though single readings can be large; an effect the other way counts as inactive or inconclusive. Unless noted, % is set by controls: 0 for no effect and ±100 for the full control effect. Outcome played no part in choosing rows. Share with any hit: about 7.7%.

item	SMILES	IP6K1 inh	SNCA viab count	HEK cytotox	GPT2 inhibitor	FLuc inh	SNCA expr inh	3T3 cytotox
1	COc1ccc(-c2noc(CNC(=O)c3cnn(C(C)C)c3)n2)cc1OC	11	-2%	-20%	-18%	-12%	-21%	-22%
2	O=C(NCC(F)(F)F)C1CN(Cc2ccccc2)C(=O)N1 (centres undefined)	-8	-5%[87.6 µM]	i	i	2%[172 µM]	16%[87.6 µM]	2%[138 µM]
3	CC(C)NC(=O)C1COC2(CCN(C(=O)CC(C)(C)C)CC2)N1C(=O)c1ccccc1 (centres undefined)	-3	4%	2%	-6%	-1%	14%	i
4	Cn1nc(C(=O)NC2CC2)c2c1CN(C(=O)c1cccs1)C2	13	1%	-15%	-15%	.	11%	-20%
5	CN1CC(c2ccccc2)CC2(CCN(C(=O)c3ccc(=O)n(C)c3)CC2)C1 (centres undefined)	25	8%	-6%	-19%	-14%	3%	-14%
6	CCOC(=O)c1cc(OC(=O)c2cccc(C)c2)n(-c2ccccc2)n1	-3	2%	.	.	.	-5%	.
7	O=C(NCc1cccc(C(F)(F)F)c1)c1ccc2nc(-c3cccnc3)oc2c1	-16	2%	-29%	i	.	?	-16%
8	Cc1ccc(C)c(NC(=O)c2nnn(Cc3ccc(F)cc3Cl)c2N)c1	-13	1%	.	.	.	?	.
9	COCCN(C)C[C@H]1C[C@H](CO)CN(C(=O)c2cc(Cl)cc(OC)c2)C1	12	1%	-7%	i	-8%	-1%	-24%
10	COc1cccc([S+](=O)([O-])N2CCCC3(CC(c4cccnc4)=NO3)C2)c1 (centres undefined)	2&4	0%&-7%	4%&-21%	2%	.	15%&25%	3%&-25%
11	CC(=O)N1C2CCC1CN(c1ccc(C(F)(F)F)cc1)C2	-7	3%[87.6 µM]	-28%[172 µM]	1%[88.5 µM]	.	?	?
12	CS(=O)(=O)N1CCCCCNC(=O)[C@@H]2CCCC[C@@H]21	6	-2%	1%	-2%	3%	-9%	-7%
13	CS(=O)(=O)N1CC2(CCCCN2CC2CC2)Cc2ccccc21 (centres undefined)	-7	-10%	-7%	i	.	-20%	-1%
14	CN(C)c1nc2c(c(=O)[nH]1)CCN(Cc1ccc(F)cc1)CC2	1	3%	8%	i	7%	0%	-11%
15	CCOc1ccc(-n2c(=O)c3c(C)c(C)sc3n(Cc3c(F)cccc3Cl)c2=O)cc1	28	8%	.	.	.	0%	.
16	COc1ccccc1-c1cc(C(=O)Nc2cccc(C(F)(F)F)c2)c2cnn(C)c2n1	1	.	14µM*	.	.	.	?
17	O=C(NCCc1cnc[nH]1)C1CC(=O)N(c2n[nH]c3ccccc23)C1 (centres undefined)	1	-5%	3%	-3%	7%	-5%	i
18	Cc1ccc(CCNC(=O)c2sc3ncccc3c2-n2c(C)ccc2C)cc1	9	-9%	.	.	.	5%	.
19	CCc1c(C(=O)N2CCCN(C)C3(CCN(C)CC3)C2)csc1C	0	-4%	?	i	4%	-27%	-4%
20	O=C(c1ccccc1Cl)N1CCC2(CC1)CCN(CCc1ccccc1)c1ccccc1O2	17	7%	?	1%	-7%	2%	?
21	COc1ccc(Cl)cc1NC(=O)CSC1=Nc2ccccc2C2=NC(CC(=O)NCc3cccs3)C(=O)N12 (centres undefined)	-9	-22%	.	.	.	12%	.
22	Cc1noc([C@@H]2CNC[C@H]2CO)n1	-9	0%	-8%	-2%	-4%	24%	-2%
23	CSc1ncc(Cl)c(C(=O)Nc2c(C(=O)Nc3cccc(C)c3)oc3ccccc23)n1	-7	2%	.	.	.	-12%	.
24	Cc1ccc(C)c(N2CCN(C(=O)c3cnc4c(-c5ccccc5)c(C)nn4c3C)CC2)c1	2	-12%	.	.	.	-4%	.
25	Cc1ccc(C)c(NC(=O)c2cc(S(=O)(=O)NCCc3ccccc3)ccc2F)c1	-11	-1%	.	.	.	-17%	.
26	O=C(Nc1cccnn1)N1CCC(=Cc2cccc(Oc3ccc(C(F)(F)F)cn3)c2)CC1	-12	-8%&-23%	.	-4%&-26%	.	-24%	.
27	CC(C)NC(=O)N1CCC(N2C(=O)C3(CCCC3)C2c2ccccc2)CC1 (centres undefined)	9	0%[12.5 µM]	?	-3%	16%	-5%	-21%
28	Cc1ccccc1NC(=O)N(C)CC1CCOC1 (centres undefined)	20	-8%	-7%	i	1%	-11%	i
29	COc1ccccc1C(=O)Nc1ccc2c(c1)nc(CN1CCCCC1)n2C	-11	5%	.	.	.	22%	.
30	CC(=O)Nc1c(C)nn(-c2ccccc2)c1N1CCC(C(=O)NCc2ccccc2Cl)CC1	-19	-2%	.	.	.	-14%	.

(continued)
item	SMILES	IP6K1 inh	SNCA viab count	HEK cytotox	GPT2 inhibitor	FLuc inh	SNCA expr inh	3T3 cytotox
31	COc1ccc(F)cc1-c1cccc(C(=O)NCCNC(=O)NC2CCCC2)c1	-5	?	?	1%	.	-18%	?
32	CCN(CC)S(=O)(=O)c1nnc(NC(=O)c2ccc(C)cc2)s1	24	4%	.	.	.	144%[activator]	.
33	CCOC(=O)c1c(N)n(-c2ccc(Cl)c(Cl)c2)c2nc3ccccc3nc12	6	4%	.	.	.	-4%	.
34	O[C@@H]1C[C@@H](c2nc(-c3cnccn3)no2)N(CC2CCCCC2)C1	3	1%[87.6 µM]	-11%[172 µM]	0%[88.5 µM]	-7%[172 µM]	4%[87.6 µM]	-18%[138 µM]
35	COC(=O)C(NC(=O)CCc1c(C)nc2c(-c3ccccc3)c(C)nn2c1C)C(C)C (centres undefined)	12	2%	.	.	.	-7%	.
36	O=C(c1c[nH]c2ccccc12)N1CCC2(CNS(=O)(=O)c3cccnc3O2)C1 (centres undefined)	9	-3%	0%	3%	.	9%	4%
37	O=C(Nc1nnc(N2CCCC2)s1)Nc1cc(F)ccc1F	-12	-6%	.	.	.	47%[activator]	.
38	COc1cccc(CNC(=O)c2ccc3c(c2)N(Cc2ccc(C(F)(F)F)cc2)C(=O)c2ccccc2S3)c1OC	-5	17%	.	.	.	-16%	.
39	CCCc1nnc(NC(=O)C(CC)Sc2nnc3c4ccccc4n(C)c3n2)s1 (centres undefined)	0	-3%	.	.	.	-7%	.
40	O=C(NCc1ccccc1)c1ccc(CNS(=O)(=O)c2ccc(Br)cc2)cc1	22	1%	.	.	.	-20%	.
41	Cc1ncccc1C(=O)N1CCC(N2C(=O)C3(CCCC3)C2c2ccccc2)CC1 (centres undefined)	4	-5%[12.5 µM]	-28%	i	10%	?	-7%
42	NC(=O)CO[C@@H]1CO[C@H]2[C@@H]1OC[C@@H]2NS(=O)(=O)c1cccs1	-12	0%[87.6 µM]	3%[172 µM]	i	2%[172 µM]	?	-10%[174 µM]
43	CNC(=O)c1c(NC(=O)Cc2coc3ccc(OC)cc23)sc2c1CCCC2	-6	-6%	.	.	.	8%	.
44	Cc1nn(C(C)C(=O)NCc2ccco2)c(=O)c2nn(-c3ccccc3)c(C)c12 (centres undefined)	-15	-6%	.	.	.	-26%	.
45	Cc1cc(C)cc(-n2c(SCC(=O)N3CCOCC3)nc3c([nH]c4ccccc43)c2=O)c1	6	-9%	.	.	.	14%	.
46	Cc1nnc([C@@H]2CC(F)(F)CN2S(=O)(=O)c2ccc(F)cc2)o1	7	9%	i	i	3%	-10%	4%
47	Cc1ccc(Nc2nnc(-c3cc4c(ccc5ccccc54)oc3=O)s2)cc1	-12	1%	.	.	.	-18%	.
48	COc1ccccc1C(CC(=O)NCCc1ccccc1)c1c[nH]c2ccccc12 (centres undefined)	1	3%	?	i	?	68%[activator]	40µM*
49	CCc1nc(-c2c3n(c(=O)n(Cc4ccc(F)cc4F)c2=O)CCCC3)no1	8	-12%	-1%	0%	-4%	4%	-10%
50	c1ccc([C@@H]2CNC[C@H]2COc2ccncc2)nc1	6	-2%	-5%	-3%	-15%	13%	0%
51	Cc1cnc(C(=O)N[C@@H]2CCC[C@@H]2C(=O)NCc2ccc(C)c(C)c2)cn1	16	3%	-17%	-3%	5%	19%	-9%
52	COc1cccc(NC(=O)Cn2c(=O)n(-c3ccc(Cl)cc3)c(=O)c3oc4ccccc4c32)c1	17	-5%	.	.	.	51%[activator]	.
53	C=CCN1CC2(CCC1=O)CCN(C(=O)[C@@H](O)Cc1ccccc1)CC2	2	-10%	1%	-5%	6%	10%	-11%
54	COc1ccc(-c2[nH]ncc2CN)cc1	-12	11%	?	2%	9%	-3%	-13%
55	O=C1NC2(CCN(Cc3cccc4ccccc34)CC2)COc2ccccc21	9	5%	i	-26%	2%	2%	i
56	CCN(CC)S(=O)(=O)c1ccc(NC(=O)c2c(C)oc3ncnc(N4CCCCC4)c23)cc1	14	6%	.	.	.	34%[activator]	.
57	CCCCC1CN(c2ccc(Cl)cc2)C(=O)CN1C(=O)CNC(=O)OC (centres undefined)	8	-5%	3%	3%[11.5 µM]	5%	0%	-39%
58	COCCN1Cc2nc(-c3cnn(Cc4ccccc4)c3)ccc2OCC1=O	2	1%[87.6 µM]	?	-2%[88.5 µM]	10%[172 µM]	-5%[87.6 µM]	45µM*
59	CN1CC(=O)N(C2CCNCC2)Cc2c(NCC3CCCCC3)ncnc21	1	0%	-9%	i	.	-15%	-12%
60	CCC(C)n1c(=O)[nH]c2cccnc21 (centres undefined)	0	2%[87.6 µM]	-13%[230 µM]	i	3%[230 µM]	-10%[87.6 µM]	-6%[174 µM]
61	CCCN1C(=O)[C@H]2CC[C@@H]1CN(C(=O)c1nc(-c3ccccc3)[nH]c1C)C2	-1	-21%	2%	i	2%	2%	4%
62	CNC(=O)c1cc(C2CC2)nc2onc(C3CCN(C(=O)c4cccnc4)C3)c12 (centres undefined)	-1	.	i	.	.	.	-4%
63	COc1ccc(CCNC(=O)CCn2c(=O)c3cccn3c3ccc(F)cc32)c(OC)c1OC	-14	-9%	.	.	.	2%	.

Sorted by number of heavy atoms (rising): 3 of the compounds above
item	SMILES	IP6K1 inh	SNCA viab count	HEK cytotox	GPT2 inhibitor	FLuc inh	SNCA expr inh	3T3 cytotox
57	CCCCC1CN(c2ccc(Cl)cc2)C(=O)CN1C(=O)CNC(=O)OC (centres undefined)	8	-5%	3%	3%[11.5 µM]	5%	0%	-39%
59	CN1CC(=O)N(C2CCNCC2)Cc2c(NCC3CCCCC3)ncnc21	1	0%	-9%	i	.	-15%	-12%
55	O=C1NC2(CCN(Cc3cccc4ccccc34)CC2)COc2ccccc21	9	5%	i	-26%	2%	2%	i

Bioassay records (PubChem BioAssay)
